From PubChem BioAssay
KAT2A inh: GCN5L2 (KAT2A) acetyltransferase inhibition; Q92830; 390,000 tested, 0.21% active; AID 504327; Potency, µM (titrated, usually from 58.9 µM), for inactives: top-dose activity change, negative = inhibition, hits mostly inhibitors; GCN5L2 HAT assay, ThioGlo1 CoA-SH fluorescence
Target sequence (Q92830 whole entry, looked up): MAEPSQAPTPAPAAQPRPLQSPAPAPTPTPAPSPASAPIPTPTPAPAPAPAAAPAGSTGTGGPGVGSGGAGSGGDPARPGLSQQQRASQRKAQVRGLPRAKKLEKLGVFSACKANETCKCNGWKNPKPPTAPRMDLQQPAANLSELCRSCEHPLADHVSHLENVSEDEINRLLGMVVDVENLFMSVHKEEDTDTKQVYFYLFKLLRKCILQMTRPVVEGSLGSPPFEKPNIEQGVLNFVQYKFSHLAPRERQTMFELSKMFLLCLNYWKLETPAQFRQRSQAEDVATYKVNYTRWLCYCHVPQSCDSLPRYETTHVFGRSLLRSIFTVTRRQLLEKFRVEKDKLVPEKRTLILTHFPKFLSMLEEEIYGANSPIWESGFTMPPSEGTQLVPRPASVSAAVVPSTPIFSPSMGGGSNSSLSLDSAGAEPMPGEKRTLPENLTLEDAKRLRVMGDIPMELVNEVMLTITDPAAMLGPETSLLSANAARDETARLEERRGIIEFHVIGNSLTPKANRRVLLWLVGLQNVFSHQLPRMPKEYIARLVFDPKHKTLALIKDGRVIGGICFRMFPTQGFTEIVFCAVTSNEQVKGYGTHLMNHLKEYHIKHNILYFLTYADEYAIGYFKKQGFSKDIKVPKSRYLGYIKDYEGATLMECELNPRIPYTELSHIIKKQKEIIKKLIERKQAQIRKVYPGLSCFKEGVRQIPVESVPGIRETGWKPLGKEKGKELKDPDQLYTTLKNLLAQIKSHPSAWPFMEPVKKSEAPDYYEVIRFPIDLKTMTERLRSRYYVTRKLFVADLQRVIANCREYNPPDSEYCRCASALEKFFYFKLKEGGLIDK
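Enzyme at 20nM final was mixed with library compounds for 15 min at room temperature. Peptide H3(1-25) at 75uM, acetyl-CoA at 70uM and ThioGlo1 at 50uM were then added. Plates were read immediately and after 20 min (Ex340nm/Em540nm).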
TDP1 cell CPT: DT40-hTDP1 cell growth loss with CPT; chicken DT40 Tdp1-/-;hTDP1 cells + 20 nM CPT, ATP luminescence, 48 h; Potency, µM (series often up to 46.2 µM), for the others: at the highest dose activity change, negative = growth inhibition, most hits filed as inhibitors; 420,000 tested, 12% active; also: nearly all actives have a fitted effect of over 55% in size
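Chicken DT40 Tdp1-/- cells stably complemented with human TDP1 were seeded at 400 cells/well in medium containing 20 nM camptothecin, exposed to pin-transferred compounds, and grown at 37 °C for at least 48 hr. Viability was read as ATP luminescence.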
DT40 TDP1 no CPT: qHTS for Inhibitors of human tyrosyl-DNA phosphodiesterase 1 (TDP1): qHTS in cells in absence of CPT | DT40 Tdp1-/- hTDP1 cells, no CPT, ATP luminescence, 48 h | 420,000 tested, 15% active | Potency, µM (titrated, usually from 46.2 µM), for the others: at the highest dose activity change, negative = growth inhibition, usual class: inhibitors | AID 686978, 2013; also: nearly all actives have a fitted effect of over 55% in size
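Chicken DT40 Tdp1-/- cells complemented with human TDP1, screened without camptothecin (DMSO vehicle only), 400 cells/well. Compounds pin-transferred, cells incubated at 37 °C for at least 48 hr. Growth read as ATP-dependent luminescence (CellTiter-Glo, 30 min at RT).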
The depositor's hits bear a star; ? = inconclusive; . = no result given; [ ] = another dose, or the depositor's remark. Calls follow the shape of the dose curve; as a rule, active = well fitted curve in the direction sought with a large enough effect; inconclusive = small, poorly fitted or top-dose-only effect, or another doubt; inactive = no such curve, though single readings can be large; an effect the other way counts as inactive or inconclusive. % is scaled to controls: 0 for no effect and ±100 for the full control effect; potency is read from the fitted curve at half-maximal effect. Compounds were not picked by outcome. Share with any hit: about 18%.

canonical_smiles	KAT2A inh	TDP1 cell CPT	DT40 TDP1 no CPT
Cc1oc2c(C)c3oc(=O)c4c(c3cc2c1C)CCC4	2%	0%	-19%
O=C1Nc2ccc(F)cc2C12Nc1ccccc1-c1nnc(SCc3ccccc3)nc1O2 (stereo not given)	-14%	-22%	-30%
Cc1noc(C)c1-c1cc(Nc2ccc(F)cc2)ncn1	-1%	-28%	-18%
Cc1cccc(NC(=O)C2C3C=CC4(O3)C2C(=O)N(CCCN2CCCC2)C4C(=O)NC2CCCC(C)C2C)c1 (stereo not given)	-4%	-13%	-27%
CCCCCCSc1nsc(N)n1	.	-24%	-28%
Cc1ccc(S(=O)(=O)NCCc2csc(-c3ccc(Cl)cc3)n2)cc1	-4%	12µM*	12µM*
COCc1cc(C)nc(OCC(=O)N/N=C/c2ccc(O)cc2O)c1C#N	-5%	-2%	?
CCOC(=O)C(CC)c1cc2n(c(=O)c1C#N)CCC21OCCO1 (stereo not given)	.	-15%	-13%
CN(C)c1cccc(C(=O)NNC(=S)NC2CC3CCC2C3)c1 (stereo not given)	-8%	?	?
S=c1[nH]ccc2ccccc12	.	-5%	7%
CCCN1/C(=C(/C#N)C2=NS(=O)(=O)c3ccccc32)N(C)c2ccccc21	-8%	-5%	-24%
COC(=O)COc1ccc(S(=O)(=O)N2CCN(c3ccccc3)CC2)cc1	-1%	0%	15%
CCOc1ccc(C(=O)Nc2nncs2)cc1OCC	-6%	-10%	-13%
COc1ccc(Cc2nnc(NCCO)[nH]c2=O)cc1	1%	-1%	20%
CC1CCCCN1CCNC(=O)C1CCN(S(=O)(=O)c2cccc3cccnc23)CC1 (stereo not given)	-3%	4%	?
Cc1nn(C(=O)c2ccc(Cl)cc2)c(C)c1Sc1ccc(Cl)cc1	0%	?	?
COc1cccc(CNC(=O)C2CSC3(C)CCC(=O)N23)c1 (stereo not given)	0%	4%	-7%
COC(=O)c1ccc(Oc2ccc(S(=O)(=O)N3CCCCC3)cc2N)cc1	-27%	?	16µM*
Cc1nn(-c2ccccc2)c2c1C(O)CC(C)(C)C2 (stereo not given)	-17%	5%	3%
CCOC(=O)c1cnn(-c2ccc(C(=O)Nc3cc(OC)c(OC)c(OC)c3)cc2)c1N	-6%	?	?
CC(=O)c1cccc(S(=O)(=O)N2CCCC(c3nc4c(nnn4Cc4cccc(Cl)c4)c(=O)[nH]3)C2)c1 (stereo not given)	-15%	?	?
Cn1c(CNc2ccc(F)cc2)nnc1SCC(=O)NNC(=O)Cc1ccccc1	-1%	10%	1%
CC(C(=O)NC1CCCCCC1)c1ccc([N+](=O)[O-])cc1 (stereo not given)	-7%	9%	-23%
O=C(NCc1ccccn1)C(=O)NN=C1CCCCCCC1	-5%	3%	6%
CS(=O)(=O)Nc1ccc(F)cc1	.	1%	1%
Cc1ccc2c(c1)N(Cc1ccc([N+](=O)[O-])cc1)C=NS2(=O)=O	-9%	-8%	-22%
CN1C(=O)[C@@H]2[C@@H]3C[C@@H]([C@H]4ON=C(c5ccc(Cl)cc5Cl)[C@@H]34)[C@@H]2C1=O	-7%	-29%	-27%
Cc1ccc(C(=O)N/N=C/c2ccc(-c3ccccc3[N+](=O)[O-])o2)cn1	-1%	21µM*	?
CCC(=O)Nc1nc2ccccc2n1Cc1ccc(C)cc1	1%	12µM*	10µM*
CCC(C(=O)NC(C)(C)C)N(Cc1ccc(F)cc1)C(=O)c1snc(C(N)=O)c1N (stereo not given)	?	-12%	-6%

Single records, from the list above. Order of screens: KAT2A inh	TDP1 cell CPT	DT40 TDP1 no CPT
`Cc1ccc2c(c1)N(Cc1ccc([N+](=O)[O-])cc1)C=NS2(=O)=O` reads -9%	-8%	-22%
`Cn1c(CNc2ccc(F)cc2)nnc1SCC(=O)NNC(=O)Cc1ccccc1` reads -1%	10%	1%
`CC(C(=O)NC1CCCCCC1)c1ccc([N+](=O)[O-])cc1` (stereo not given) reads -7%	9%	-23%
`CCC(C(=O)NC(C)(C)C)N(Cc1ccc(F)cc1)C(=O)c1snc(C(N)=O)c1N` (stereo not given) reads ?	-12%	-6%
`CC(=O)c1cccc(S(=O)(=O)N2CCCC(c3nc4c(nnn4Cc4cccc(Cl)c4)c(=O)[nH]3)C2)c1` (stereo not given) reads -15%	?	?

(continued)
canonical_smiles	KAT2A inh	TDP1 cell CPT	DT40 TDP1 no CPT
O=C(COc1ccc(Cl)cc1Cl)NN=C1CCCCC1	-3%	6%	3%
O=C(/C=C/c1ccccc1)NC(NC(=S)Nc1ccc(C(=O)O)cc1)C(Cl)(Cl)Cl (stereo not given)	-1%	-5%	-7%
Cc1ccc(S(=O)(=O)N2CCN(C(C)C(=O)NCC(C)c3ccccc3)CC2)cc1 (stereo not given)	-4%	?	23µM*
O=C(c1cccc(F)c1)N1C2C=CC(C2)C1(C(F)(F)F)C(F)(F)F (stereo not given)	-2%	-1%	-16%
CC(C)c1ccc(NC(=O)C2(C)Cc3c(-c4ccc(C(N)=O)cc4)ccnc3O2)cc1 (stereo not given)	.	16µM*	16µM*
CC1(C(=O)Nc2cccc(NS(C)(=O)=O)c2)CCN1CCc1ccccc1 (stereo not given)	.	?	?
O=C(Nc1cccc(Cl)c1Cl)c1ccccc1OCC(=O)N1CCOCC1	-17%	-29%	?
Cc1ccc(NC(=O)CCc2c(C)[nH]c(=O)c(C#N)c2C)cc1	-3%	7%	-6%
CCOc1cc(C(N)=O)cc(OCC)c1OCC	-6%	-4%	-12%
Cc1ccc2c(c1)[C@@H]1CN(C)CC[C@@H]1N2S(=O)(=O)c1ccc([N+](=O)[O-])cc1	-14%	?	-28%

Brought forward from above: 3 compounds, then new ones.
canonical_smiles	KAT2A inh	TDP1 cell CPT	DT40 TDP1 no CPT
Cc1ccc(NC(=O)CCc2c(C)[nH]c(=O)c(C#N)c2C)cc1	-3%	7%	-6%
CCOc1cc(C(N)=O)cc(OCC)c1OCC	-6%	-4%	-12%
Cc1ccc2c(c1)[C@@H]1CN(C)CC[C@@H]1N2S(=O)(=O)c1ccc([N+](=O)[O-])cc1	-14%	?	-28%
CCc1ccccc1NC(=O)c1ccc(S(=O)(=O)NCC2CCCO2)cc1 (stereo not given)	-2%	-3%	-22%
COc1ccc2ccccc2c1CN(C)Cc1ccccc1	-21%	-29%	?
CCOC(=O)C1CCN(CC(O)COc2ccc(C(C)(C)CC)cc2)CC1 (stereo not given)	-2%	16µM*	18µM*
Cc1ccc(-c2nnc(Nc3ccc(OCC(N)=O)cc3)c3ccccc23)cc1S(=O)(=O)NCC1CCCO1 (stereo not given)	3%	?	?
O=C(CN1CCCCC1)Nc1ccccc1Oc1ccccc1	?	0%	?
CC(C)Nc1nc(NC2CCCC2)nc(N2CCOCC2)n1	0%	?	?
Cc1nc(-c2ccc(S(=O)(=O)N3CCN(c4cccc(C(F)(F)F)c4)CC3)cc2)co1	-18%	?	18µM*
COc1ccc(-c2cc(C(=O)NCCc3ccccc3)c3c(-c4ccc(Cl)cc4)[nH]nc3n2)cc1	-3%	12µM*	10µM*
Cc1ccccc1NC(=O)NCCCN1CCN(c2ccccc2)CC1	-5%	-22%	-6%
COC(=O)c1ccc(N2CCN(C)CC2)c(NC(=O)COc2ccc(C)cc2)c1	-8%	?	-16%
COc1ccc(C2c3c(ncn(Cc4ccco4)c3=N)Oc3ccc4ccccc4c32)cc1 (stereo not given)	-21%	?	16µM*
COC(=O)[C@]12CCCCC=C1N(Cc1cccc3ccccc13)C(=O)[C@H](CC(=O)N1CCOCC1)C2	.	?	?
CC(C)Cc1ccc(CN2CCCC(NC(=O)c3cnc4ccccn4c3=O)C2)cc1 (stereo not given)	.	23µM*	23µM*
COC(=O)c1c(NC(=O)c2ccc(C)c(S(=O)(=O)Nc3ccccc3C)c2)sc2c1CCCC2	0%	?	?
COc1ccc(Nc2c(CCc3ccccc3)nc3nc(C)cc(C)n23)cc1	.	18µM*	13µM*
CC(C)(C)c1ccc(S(=O)(=O)N2CCN(CC(O)CN3CCOCC3)CC2)cc1 (stereo not given)	0%	1%	-16%
COc1cc(C)c(S(=O)(=O)N2CCCC2)cc1C(C)C	-7%	-18%	?
Cc1noc(C)c1C(=O)N(CC(C)C)c1nc2ccccc2s1	-23%	?	?
CCCCC1=CC2=C(c3ccco3)C(=O)C(C)(OC(=O)c3ccc(OC)cc3)C(=O)C2=CN1CCCN(CC)CC (stereo not given)	-6%	-19%	-5%
Cn1c(=O)oc2cc(S(=O)(=O)N3CCc4ccccc4C3)ccc21	-8%	-13%	-18%
O=c1[nH]nc(SCCS(=O)(=O)c2ccc(F)cc2)n1-c1ccc2c(c1)OCCO2	2%	?	16µM*
C=CCC(CC)C(=O)NC(=O)N1CCCc2ccccc21 (stereo not given)	1%	?	-1%
Cc1ccc(COC(=O)c2nn(C)c(=O)c3ccccc23)cc1	-2%	?	13µM*
CCN(CC)CCCNc1ccc2ncn3c4ccc(O)cc4c(=O)c1c23	.	0.15µM*	0.15µM*
Cc1ccc(N2C(=O)CCC(C(=O)O)C2c2cccs2)cc1 (stereo not given)	-2%	3%	-14%
O=C(N/N=C/c1cccs1)C1CC(=O)N(c2ccccc2)C1 (stereo not given)	?	-4%	-20%
O=C(NCCc1ccccc1F)C1CC(=O)N(c2cccc(C(F)(F)F)c2)C1 (stereo not given)	.	-18%	-25%
O=C(Nc1ccc(Cl)cc1)N(Cc1cccs1)Cc1cccs1	-13%	18µM*	?
CCc1ccccc1N(CC(=O)NC1CCCCC1)C(=O)CCCC(=O)Nc1ccccn1	-1%	-16%	?
COc1cc(/C=C(\C#N)C(=O)Nc2cccnc2)ccc1OC(C)C	-5%	-17%	?
Cc1ccc(C(=O)NC(=S)/C=C2\N(C)c3ccccc3C2(C)C)cc1	-7%	8.2µM*	3.7µM*
Nc1nc(SCC(=O)O)c2[nH]cnc2n1	.	-1%	7%
CCCCn1nnnc1C1(C)CCC(=O)N1Cc1ccc(C)cc1 (stereo not given)	.	5%	-9%
c1ccc2c(CCNc3ncnc4nc[nH]c34)cccc2c1	-3%	23µM*	18µM*
COc1ccc(C2CC(c3ccccc3)=NN2C(=O)c2cccs2)cc1 (stereo not given)	-16%	23µM*	?
COc1ccc(-c2csc(NC(=O)C3CSC4(C)CCC(=O)N34)n2)c(OC)c1 (stereo not given)	-25%	?	23µM*
COc1ccc(NS(=O)(=O)c2cc(N)ccc2N2CCCC2)cc1	-13%	?	?
Cc1ccc(NC(=O)CN(C)C(=O)Cc2c(Cl)cccc2Cl)cc1	-7%	?	16µM*
COC(=O)c1ccc2ccccc2c1OC1OC(CO)C(O)C(O)C1NC(C)=O (stereo not given)	0%	-14%	-14%
Oc1cccc(-c2csc(C(O)(c3ccccc3)C(F)(F)F)n2)c1 (stereo not given)	.	?	?
O=C(NC1CCCCCC1)C1CCCN(S(=O)(=O)c2cccs2)C1 (stereo not given)	-6%	?	?
Cc1ccc2nsnc2c1NC(=O)Cc1ccc(Cl)cc1	0%	-3%	?
O=C(CNC(=O)Cc1ccccc1)NCC(=O)OCC(=O)c1ccc(Cl)cc1	26%	-7%	-2%
Cc1ccc(S(=O)(=O)NCc2ccccc2)cc1C(=O)N(C)Cc1ccccc1F	-13%	?	-25%
CCCCC[C@H](O)/C=C/[C@H]1[C@H](O)CC(=O)[C@@H]1CCCCCCC(=O)O	1%	?	?
Cc1ccc2c(cnn2C(=O)CCCC(=O)NCc2cccc(F)c2)c1	10%	?	-10%
Cc1ccccc1-c1noc(-c2cc(C(C)C)[nH]n2)n1	5%	?	?
O=S1(=O)N=C(N(CCO)/N=C/c2ccc(Cl)cc2)c2ccccc21	18%	-24%	?
C/C=C(\C)CN1CCCC(CO)(Cc2ccccc2)C1 (stereo not given)	31%[activator]	?	-20%
CC1CCC2=NN(C(=O)c3ccco3)C(O)(C(F)(F)F)C2C1 (stereo not given)	-2%	-19%	-12%
O=C(c1ccc(S(=O)(=O)c2cccc(Cl)c2)c([N+](=O)[O-])c1)N1CCN(Cc2ccccc2)CC1	-2%	3.7µM*	5.8µM*
